Assay outcomes deposited in PubChem BioAssay by Sanford-Burnham Center for Chemical Genomics.
beta cell repl – inducers of MIN6 beta-cell proliferation, primary screen, ATP luminescence, uHTS; MIN6 cells proliferation, ATPlite luminescence, 48 h; cells starved in 0.2% serum; 100% = growth in 10% serum; proliferation, % at 10 µM; actives 0.29% (n = 330,000);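 active = compounds whose signal lies at least 3.5 SD above the mean of all wells on their plate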;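 note: 0% = DMSO-treated cells in low-serum medium and 100% = 10% serum control; some compounds called inactive have numbers as strong as hits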
APJ ag – agonists of human apelin receptor APJ, primary screen, CHO-K1 cells, PathHunter beta-arrestin, luminescence; 0% DMSO wells, 100% apelin; activation, % at 20 µM; actives 0.11% (n = 330,000);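 active = activation more than six SD over the plate average, tested at 20 µM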;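 note: 0% = DMSO alone and 100% = apelin-13 at 10 nM; some results filed as inactive read as strong as hits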
Target sequence (P35414 whole entry, looked up): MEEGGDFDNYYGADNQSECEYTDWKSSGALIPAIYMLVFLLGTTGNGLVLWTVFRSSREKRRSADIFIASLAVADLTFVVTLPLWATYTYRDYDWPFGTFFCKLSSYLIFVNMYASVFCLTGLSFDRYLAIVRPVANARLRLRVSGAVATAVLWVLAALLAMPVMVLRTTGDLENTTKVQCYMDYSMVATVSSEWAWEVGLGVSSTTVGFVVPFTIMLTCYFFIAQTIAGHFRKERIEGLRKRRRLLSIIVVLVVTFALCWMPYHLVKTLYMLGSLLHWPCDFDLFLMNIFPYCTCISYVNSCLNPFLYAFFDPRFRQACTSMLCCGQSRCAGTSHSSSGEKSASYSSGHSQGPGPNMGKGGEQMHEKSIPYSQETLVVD
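Material: engineered CHO-K1 APJ arrestin reporter cells; amount: 1000 CHO-K1 reporter cells seeded per well; incubation: compound stimulation 90 min at 25 °C, detection 60 min; signal: luminescent beta-gal fragment complementation, chemiluminescent substrate; read-out basis: APJ agonist activity; controls: DMSO-only wells as negative, 10 nM Apelin-13 as positive control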
NR3A LBD binder – binders of NR3A ligand-binding domain, primary screen, biophysical, differential scanning fluorimetry, uHTS | Glutamate receptor ionotropic, NMDA 3A (GRIN3A) ligand-binding domain | NR3A LBD differential scanning fluorimetry, Tm shift; 0% = protein alone, 100% = glycine-bound protein | Tm shift relative to glycine control, % at 25 µM | actives 2.5% (n = 340,000) | AID 1259313, 2017;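 active = melting temperature shift of at least 10% of the positive control shift, at one fixed dose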
TIM10 inh – growth inhibitors of isogenic TIM10 control yeast, primary screen, counter-screen for tim10-1 yeast inhibitor project, luminescence, uHTS; inhibition, % at 10 µM; S. cerevisiae TIM10 strain growth, BacTiter-Glo luminescence, 24 h; AID 463195, 2010; actives 1.4% (n = 330,000);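 active = inhibition of 40% or more at the single tested concentration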;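 note: wild-type TIM10 isogenic control strain grown at permissive 25 °C; 0% = DMSO yeast wells and 100% = minimal medium wells without yeast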
tim23-1 inh – growth inhibitors of tim23-1 mutant yeast, primary screen, luminescence, uHTS; inhibition, % at 20 µM; S. cerevisiae tim23-1 growth, BacTiter-Glo luminescence, 24 h; actives 1.3% (n = 330,000);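 active = growth inhibition of the mutant yeast at or above 50%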;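 note: temperature-sensitive mutant grown at 25 °C; plate controls were DMSO-treated mutant yeast for no effect and medium wells lacking yeast for full effect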
tim10-1 inh – growth inhibitors of tim10-1 mutant yeast, primary screen, luminescence, uHTS | S. cerevisiae tim10-1 ts strain growth, BacTiter-Glo, 24 h | inhibition, % at 20 µM | actives 2.2% (n = 330,000) | AID 463190, 2010;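 active = inhibition of at least 40%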;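 note: mutant grown at 25 °C; 0% = DMSO wells with yeast and 100% = wells holding no yeast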
APJ antagonist – antagonists of human apelin receptor APJ, primary screen, CHO-K1 cells, beta-arrestin complementation, luminescence | P35414 | inhibition, % at 20 µM | actives 0.32% (n = 330,000) | AID 2521, 2010;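 active = inhibition above about 40% at 20 µM, limit read from the data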;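 note: cells challenged with 10 nM apelin-13 agonist together with compound; plate controls were apelin-13 plus DMSO wells for no effect and DMSO wells lacking apelin-13 for full effect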
MPTP inh – mitochondrial permeability transition pore inhibitors, primary screen, biochemical, isolated mouse mitochondria, absorbance; Ca2+ swelling absorbance, 30 min; inhibition, % at 10 µM; actives 1.4% (n = 360,000); AID 602449, 2012;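 active = inhibition of 50% or more, scaled per plate between neutral and stimulator controls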;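 note: 0% = DMSO wells given calcium and 100% = 1 mM EGTA wells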
NLRP3 yeast inh – NALP3 inflammasome inhibitors in reconstituted yeast, primary screen, luminescence, uHTS; Yeast reconstituted NLRP3/ASC/caspase-1, beta-gal luminescence, 24 h; inhibition, % at 10 µM; actives 0.39% (n = 330,000);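 active = inhibition of 50% or more; inactive = inhibition below 50%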;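 note: plate controls were induced DMSO wells for no effect and uninduced yeast grown without galactose for full effect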
Active calls of the source: *. Hits appear at their usual frequency; any-hit rate near 7.2%.

SMILES	beta cell repl	APJ ag	NR3A LBD binder	TIM10 inh	tim23-1 inh	tim10-1 inh	APJ antagonist	MPTP inh	NLRP3 yeast inh
Cc1c(NC(=O)c2cccc(NC(=O)COc3ccc(C#N)cc3)c2)c(=O)n(-c2ccccc2)n1C	0	-3	7	0	2	4	7	-1.3	16
CCOC(=O)c1ccc(N=C2SC(C(=O)Nc3ccc(C(=O)O)cc3)CC(=O)N2Cc2cccs2)cc1 (stereo not given)	-3	0	-15	14	13	18	-7	-0.2	6
Cc1nc2ccccc2nc1CN1CCN(Cc2ccc(F)c(F)c2)C(CCO)C1 (stereo not given)	-2	-1	1	10	17	1	1	-0.1	9
O=C(COC(=O)CSc1ccc([N+](=O)[O-])cc1)NCCCc1ccccc1	-2	1	5	16	23	20	29	-1.6	7
CCC1(C)Cc2ccccc2-c2nc(SCC(N)=O)[nH]c(=O)c21 (stereo not given)	-2	-2	2	12	11	23	10	-0.8	1
Cc1cc(C)nc(N2CCCC(C(=O)NCC(c3ccccc3)c3ccccc3)C2)n1 (stereo not given)	-3	-4	1	11	13	19	-18	3.5	28
Cc1cc(Br)c(NC(=O)Cn2c([N+](=O)[O-])cnc2C)cc1C	0	-2	2	-3	-2	-4	9	0.5	10
C=CCn1c(C)c(C(C)=O)c(N2CCOCC2)nc1=S	0	0	0	-20	9	-5	-7	-2.8	18
Cc1nc(N2CCCCC2)c2ccsc2n1	-1	-2	1	3	4	25	-1	2.9	12
CCOc1ccc2nc3sc(C(=O)N4CCN(C)CC4)c(N)c3cc2c1	1	-3	1	12	19	20	11	-1.3	7
CCN(C(=O)Cn1c(=O)oc2ccccc21)c1cccc(C(F)(F)F)c1	0	-7	2	2	17	13	-4	-3.8	3
CCOc1ccc(N(C(=O)CNC(=O)c2ccco2)C(C(=O)NC2CCCC2)c2cccnc2)cc1 (stereo not given)	-2	0	0	-9	15	-11	-3	-1.0	15
Cc1ccc(C(=O)NCc2ccc(Cl)cc2)cc1S(=O)(=O)N1CCCCC1	-2	-2	-2	3	31	14	-58	1.4	6
N#CC1(NC(=O)COc2ccccc2[N+](=O)[O-])CCCCC1	1	-5	2	1	17	13	7	0.2	3
CCCCNC(=O)c1ccccc1NC(=O)CCC	-2	-6	1	8	29	16	-26	-1.9	25
Clc1ccc(Cc2ccccc2)nn1	2	0	1	-7	-3	0	-5	-0.3	-16
O=C(CN1C(=O)COc2ccccc21)NNC(=O)Nc1ccccc1F	-1	-5	-4	4	-8	-11	10	0.0	25
O=C(NNC1=NS(=O)(=O)c2ccccc21)c1cccc([N+](=O)[O-])c1	-1	3	3	5	0	-6	2	0.3	10
COc1cc(CCCN2C(=O)C(=O)NC[C@@H]2c2ccccc2)cc(OC)c1OC	0	-1	0	-7	4	-5	11	-0.8	-3
COc1cc2cnc(CCO[C@H]3CCCCO3)cc2cc1OC	1	-3	0	-4	16	-2	1	0.0	25
Cc1n[nH]c(C)c1SCC(=O)Nc1ccc(F)cc1	-2	-2	1	-6	6	-6	20	-2.2	-2
CCOC(=O)/C(C#N)=C/c1ccc(OC)c(OC)c1	-1	11	4	0	11	2	14	-1.7	0
Nc1nc(Nc2ccccc2)nc2ccccc12	-5	-1	-2	28	13	42*	-7	1.0	25
COc1ccc(N2CC(C(=O)NC3=NCCS3)CC2=O)cc1 (stereo not given)	0	0	-1	-9	3	2	-4	-4.0	16
COc1ccc2c(C=O)cn(C)c2c1	2	-3	0	7	-11	5	6	-1.2	-6

Quoted at random: 3 records from the list
SMILES	beta cell repl	APJ ag	NR3A LBD binder	TIM10 inh	tim23-1 inh	tim10-1 inh	APJ antagonist	MPTP inh	NLRP3 yeast inh
C=CCn1c(C)c(C(C)=O)c(N2CCOCC2)nc1=S	0	0	0	-20	9	-5	-7	-2.8	18
Cc1c(NC(=O)c2cccc(NC(=O)COc3ccc(C#N)cc3)c2)c(=O)n(-c2ccccc2)n1C	0	-3	7	0	2	4	7	-1.3	16
COc1cc(CCCN2C(=O)C(=O)NC[C@@H]2c2ccccc2)cc(OC)c1OC	0	-1	0	-7	4	-5	11	-0.8	-3

The listing picks up, repeating the 3 entries before the break.
SMILES	beta cell repl	APJ ag	NR3A LBD binder	TIM10 inh	tim23-1 inh	tim10-1 inh	APJ antagonist	MPTP inh	NLRP3 yeast inh
Nc1nc(Nc2ccccc2)nc2ccccc12	-5	-1	-2	28	13	42*	-7	1.0	25
COc1ccc(N2CC(C(=O)NC3=NCCS3)CC2=O)cc1 (stereo not given)	0	0	-1	-9	3	2	-4	-4.0	16
COc1ccc2c(C=O)cn(C)c2c1	2	-3	0	7	-11	5	6	-1.2	-6
O=C(CC1OCC2CCCN2C1=O)Nc1ccc([N+](=O)[O-])cc1 (stereo not given)	-1	-3	-2	19	17	14	15	0.6	-3
CCOc1ccc(NC(=O)CCC(=O)c2ccc(Br)cc2)cc1	-3	1	0	-18	11	-8	-11	0.7	19
COc1cc(CNC(=O)C2CCCC2)cc(OC)c1OC	-1	-3	-4	-13	9	6	-26	-0.5	6
Cc1ccc(C(=O)NC2CCCN(c3ccc(C(F)(F)F)cn3)C2)cn1 (stereo not given)	1	8	1	9	-2	3	-25	1.8	0
COC(=O)C1CN(S(=O)(=O)c2ccc(NC(C)=O)cc2)CCS1 (stereo not given)	-2	-4	0	3	9	-7	17	1.7	-4
C=C1CCN([C@@H](CC(C)C)C(=O)NCc2ccco2)S(=O)(=O)c2ccccc21	5	5	1	15	32	24	0	1.0	1
CCOc1ccc(CCNC(=O)COC(=O)/C=C/c2cccc(OC)c2)cc1OCC	-2	9	2	10	25	11	-56	-0.3	18
Cc1cc(C(=O)N[C@H](c2ccccc2)[C@@]2(C)C[C@@H]2[C@@H](C)C(=O)Nc2ccc3ccccc3c2)no1	-8	3	-9	7	30	24	-37	-0.6	-4
O=C(NC1CCCCC1)C1c2ccccc2C(=O)N1Cc1ccc2c(c1)OCO2 (stereo not given)	-3	3	-2	-12	-4	-1	-21	-1.0	2
C(=N\c1nccs1)/Nc1nccs1	-4	-3	3	-11	2	-14	21	-1.1	7
Cc1ccc(-c2nc(C3CCCN(S(=O)(=O)c4ccc(C(C)(C)C)cc4)C3)no2)cc1 (stereo not given)	-3	4	0	3	8	0	-20	10	-8
COCCNc1nc(N)c([N+](=O)[O-])c(NC2CCCCC2)n1	6	-3	1	5	38	12	-35	-0.3	17
O=C(NCCCN1CCOCC1)c1ccc(Cl)c(S(=O)(=O)N2CCCCCC2)c1	-1	-6	-1	-9	-8	-23	-9	1.0	6
Cc1ccc2oc(=O)c3cnn(CC(=O)NCCC(C)C)c3c2c1	5	-6	13*	-1	-1	8	19	1.6	23
CC(=O)Nc1ccc(NC(=O)C(C)NC(C)c2cccc3ccccc23)cc1 (stereo not given)	-1	1	1	-4	1	-10	11	0.2	9
Cc1ccc(OCC(=O)N(Cc2ccc(N(C)C)cc2)C2CCS(=O)(=O)C2)cc1C (stereo not given)	-2	-7	2	-8	21	4	10	0.7	13
COc1ccc(NC(=O)CSc2nc3[nH]c(=O)cc(O)c3s2)c(OC)c1	-2	-3	1	17	10	-2	7	-0.2	11
CC(=O)OCC[C@H](NS(=O)(=O)OCC(Cl)(Cl)Cl)c1ccccc1	1	1	-3	-2	25	21	5	-0.2	8
COc1ccc(CN2C(=O)c3cccnc3C2=O)cc1S(=O)(=O)NC1CCCCC1C (stereo not given)	-4	-4	2	6	10	2	6	-1.3	9
CCCNC(=O)c1c(Cl)cnn1-c1ccc(C)cc1	-1	-2	-2	2	4	4	-5	0.2	17
CCOC(=O)c1sc(/N=C/C2=C(O)CC(C)(C)CC2=O)c(C(=O)OCC)c1C	0	0	-1	-5	32	-2	5	-0.7	29
CC(C)n1c(-c2ccc(C(C)(C)C)cc2)n[nH]c1=S	-5	-3	0	44*	47	43*	3	68*	16
CC1(C)Cc2c(cnn2-c2ccc(F)cc2)C(NC(=O)c2ccco2)C1 (stereo not given)	-3	1	-3	4	24	31	-6	-0.2	16
Cc1ccc(C(=O)C2CCN(CC(=O)NCc3ccc(F)cc3)CC2)cc1	-3	-2	0	-6	4	23	-21	-0.6	17
Cc1ccc(C(=O)Nc2scc(-c3ccccc3)c2C(=O)O)o1	-2	1	3	18	5	6	16	-2.1	-7

Molecules above containing a COOH group:
SMILES	beta cell repl	APJ ag	NR3A LBD binder	TIM10 inh	tim23-1 inh	tim10-1 inh	APJ antagonist	MPTP inh	NLRP3 yeast inh
CCOC(=O)c1ccc(N=C2SC(C(=O)Nc3ccc(C(=O)O)cc3)CC(=O)N2Cc2cccs2)cc1 (stereo not given)	-3	0	-15	14	13	18	-7	-0.2	6
Cc1ccc(C(=O)Nc2scc(-c3ccccc3)c2C(=O)O)o1	-2	1	3	18	5	6	16	-2.1	-7

Molecules listed so far that contain bromine (2):
SMILES	beta cell repl	APJ ag	NR3A LBD binder	TIM10 inh	tim23-1 inh	tim10-1 inh	APJ antagonist	MPTP inh	NLRP3 yeast inh
Cc1cc(Br)c(NC(=O)Cn2c([N+](=O)[O-])cnc2C)cc1C	0	-2	2	-3	-2	-4	9	0.5	10
CCOc1ccc(NC(=O)CCC(=O)c2ccc(Br)cc2)cc1	-3	1	0	-18	11	-8	-11	0.7	19

Following part:
SMILES	beta cell repl	APJ ag	NR3A LBD binder	TIM10 inh	tim23-1 inh	tim10-1 inh	APJ antagonist	MPTP inh	NLRP3 yeast inh
CC(=O)Nc1nonc1NC(=O)c1ccc(C(C)(C)C)cc1	0	0	-2	9	13	16	-26	24	8
Cn1c(=O)c2c(nc(Oc3ccc4c(c3)OCO4)n2Cc2ccc(Cl)cc2)n(C)c1=O	2	-3	3	-5	-5	9	-4	-0.5	-3
C=CCN1C(=O)/C(=C\c2ccc(Cl)cc2)N=C1SCC(=O)NC1CCCCC1	-5	-1	0	-20	-19	12	-19	-9.1	3
C=CCc1ccc(OC(=O)NC2CCCCC2)c(OC)c1	0	-2	-1	16	34	19	21	-1.0	12
CCNS(=O)(=O)c1ccc(NC(=O)Cn2cc([N+](=O)[O-])cn2)cc1	-2	-2	1	0	5	4	-8	-1.5	-10
Cc1c(Cl)cccc1NC(=O)[C@@H](NC(=O)c1ccccc1Cl)C(C)C	0	0	0	14	16	19	21	3.6	19
CCC(C(=O)NC1CCN(C)CC1)c1ccccc1 (stereo not given)	0	-1	0	-1	-10	-18	10	-0.4	11
